RNase H inhibition: RNase H inhibition, HIV 1 Gag Pol polyprotein, FRET biochemical assay, screening (AID 372) | HIV-1 RT RNase H, FRET RNA/DNA substrate fluorescence; higher % means a stronger effect | inhibition, % at 10 µM, or IC50 in µM where a hit was titrated | 100,000 tested, 0.77% active; in the data active = inhibition above about 50%
Numbers without * were called inactive. These rows are one share of the data; the hit share may differ from the screen's.

canonical_smiles	RNase H inhibition
COc1cc(C(c2c[nH]c3ccccc23)c2c[nH]c3ccccc23)cc(OC)c1O	26%
O=C1CC(N2CCN(Cc3ccccc3)CC2)C(=O)N1c1cccc(Cl)c1 (stereo not drawn)	3%
O=C(O)c1ccc(COc2ccc3ccc(=O)oc3c2)cc1	0%
CCCCOC(=O)c1ccc(NC(=O)c2cc([N+](=O)[O-])ccc2Br)cc1	15%
CCOc1cccc(C2NC(=O)NC(C)=C2C(=O)OCCc2ccccc2)c1 (stereo not drawn)	15%
COc1ccc(CC(=O)Nc2cccc([N+](=O)[O-])c2)cc1	6%
COCCNC(=O)COc1ccccc1	0%
O=C1/C(=C\c2ccc3c(c2)OCO3)N=C(c2ccccc2)N1c1ccc(F)cc1	8%
N/C(=N\OC(=O)c1ccccc1[N+](=O)[O-])c1ccc(Cl)cc1	3%
O=C(Nc1ccc2c(c1)OCO2)c1ccc(Cl)cc1[N+](=O)[O-]	17%
CC(C)(C)OC(=O)N1N=C(c2ccc(Br)cc2)CC1(O)C(F)(F)F (stereo not drawn)	13%
Cc1c(OCc2ccccc2F)ccc2c3c(c(=O)oc12)CCC3	0%
Cc1ccc2nc(Nc3ccc4c(c3)OCCO4)cc(C)c2c1	2%
C/C(=N\Nc1cc(-c2ccccc2)nc(-c2ccccc2)n1)c1ccc(O)c(C)c1	4%
Cc1ccc2nc(-c3ccc(NC(=S)NC(=O)c4cccc(F)c4)cc3)sc2c1	56%*

15 consecutive compounds already listed, for reference:
canonical_smiles	RNase H inhibition
COc1cc(C(c2c[nH]c3ccccc23)c2c[nH]c3ccccc23)cc(OC)c1O	26%
O=C1CC(N2CCN(Cc3ccccc3)CC2)C(=O)N1c1cccc(Cl)c1 (stereo not drawn)	3%
O=C(O)c1ccc(COc2ccc3ccc(=O)oc3c2)cc1	0%
CCCCOC(=O)c1ccc(NC(=O)c2cc([N+](=O)[O-])ccc2Br)cc1	15%
CCOc1cccc(C2NC(=O)NC(C)=C2C(=O)OCCc2ccccc2)c1 (stereo not drawn)	15%
COc1ccc(CC(=O)Nc2cccc([N+](=O)[O-])c2)cc1	6%
COCCNC(=O)COc1ccccc1	0%
O=C1/C(=C\c2ccc3c(c2)OCO3)N=C(c2ccccc2)N1c1ccc(F)cc1	8%
N/C(=N\OC(=O)c1ccccc1[N+](=O)[O-])c1ccc(Cl)cc1	3%
O=C(Nc1ccc2c(c1)OCO2)c1ccc(Cl)cc1[N+](=O)[O-]	17%
CC(C)(C)OC(=O)N1N=C(c2ccc(Br)cc2)CC1(O)C(F)(F)F (stereo not drawn)	13%
Cc1c(OCc2ccccc2F)ccc2c3c(c(=O)oc12)CCC3	0%
Cc1ccc2nc(Nc3ccc4c(c3)OCCO4)cc(C)c2c1	2%
C/C(=N\Nc1cc(-c2ccccc2)nc(-c2ccccc2)n1)c1ccc(O)c(C)c1	4%
Cc1ccc2nc(-c3ccc(NC(=S)NC(=O)c4cccc(F)c4)cc3)sc2c1	56%*

The list goes on:
canonical_smiles	RNase H inhibition
COC(C(=O)Nc1ccc(Cl)cc1C)c1ccccc1 (stereo not drawn)	0%
CC(=O)N(Cc1ccc2c(c1)OCO2)C1CC(=O)N(c2cccc(Cl)c2)C1=O (stereo not drawn)	0%
O=C(O)c1ccc(S(=O)(=O)c2ccc3c(c2)C(=O)N(NC(=O)c2ccco2)C3=O)cc1	0%
CCOC(=O)C1=C(C)N=c2s/c(=C\c3cccc(OCc4ccc([N+](=O)[O-])cc4)c3)c(=O)n2C1c1ccc2c(c1)OCO2 (stereo not drawn)	19%
Cc1cccc(NC(=O)CSc2ncn[nH]2)c1	11%
CCCC(C)NC(=O)c1c(Cl)cccc1Cl (stereo not drawn)	0%
CCCCOc1ccc(S(=O)(=O)N(CC)CC)cc1	5%
CSc1nc2sc3c(c2c(=O)[nH]1)CCN(Cc1ccccc1)C3	0%
C/C(=N\Nc1nc(-c2ccc(Br)cc2)cs1)c1nonc1C	9%
O=C(O)CCCC(=O)N1CCN(Cc2ccccc2)CC1	3%
COc1cc(/C=C2\SC(=S)N(c3cccc(C)c3C)C2=O)cc(OC)c1OC	2%
CCOC(=O)c1c(NC(=O)/C=C/c2ccc(C(C)C)cc2)sc2c1CCC2	14%
Cc1cc(/C=C2\C(=O)NC(=S)N(c3ccccc3)C2=O)c(C)n1-c1ccc(Cl)c(Cl)c1	34%
C=CCN1C(=O)/C(=C\c2ccc(OCc3cccc(C)c3)c(OC)c2)SC1=S	0%
CCc1ccc(/C=C2/SC(=S)N(CCCC(=O)Nc3cccc(OC)c3)C2=O)cc1	10%

An excerpt of these results, as labelled records.
mol: CC(=O)N(Cc1ccc2c(c1)OCO2)C1CC(=O)N(c2cccc(Cl)c2)C1=O (stereo not drawn)
  RNase H inhibition = 0%
mol: O=C(O)c1ccc(S(=O)(=O)c2ccc3c(c2)C(=O)N(NC(=O)c2ccco2)C3=O)cc1
  RNase H inhibition = 0%

(further entries)
canonical_smiles	RNase H inhibition
COCCN1C(=O)C(=O)/C(=C(/O)c2ccccc2)C1c1ccc(OC)c(OC)c1 (stereo not drawn)	0%
CCN(CC)CCOCCOc1cc(C)ccc1C	5%
COc1ccc(C)cc1NC(=O)Nc1ccccc1	5%
Cc1ccccc1OCC(=O)Nc1ccc2oc(-c3ccc(F)cc3Cl)nc2c1	0%
CCc1nnc(NC(=O)/C=C/c2ccc(F)cc2)s1	0%
COc1ccc(/C=C(\C#N)C(=O)Nc2ccccc2C(F)(F)F)cc1	4%
CCOc1cccc(N2C(=O)NC(=O)/C(=C\c3ccc(OC(C)C(=O)O)cc3)C2=O)c1 (stereo not drawn)	17%
O=C(COc1ccc2ccccc2c1)Nc1ccc(Cl)cn1	8%
Oc1cc(N=C/C=C/c2ccc(Cl)cc2)ccc1-c1nc2ccccc2s1	13%
CS(=O)(=O)c1ccc2nc(NC(=O)CCc3ccccc3)sc2c1	19%
COc1ccc(C/C(N)=N/OC(=O)COc2ccc3ccccc3c2)cc1	0%
O=C(NC(=S)Nc1nc(-c2ccc(Cl)cc2)cs1)c1cccc(Br)c1	19%
CC(=O)NC(NC(C)=O)C(C)(C)Cc1ccccc1	0%
O=C(COc1ccc(Cl)cc1Br)NNC(=O)c1cccc(Br)c1	9%
CCc1nn(-c2ccccc2)c2nc(-c3cc(OC)c(OC)cc3Br)c3cc(OC)c(OC)cc3c12	25%

Next part.
canonical_smiles	RNase H inhibition
CCC(O)c1ccc(OCc2ccccc2)c(OC)c1 (stereo not drawn)	0%
CC1CCCC/C1=N\NC(=O)CCC(=O)Nc1ccccc1 (stereo not drawn)	10%
O=C(CN1C(=O)c2ccccc2C1=O)Nc1cccc2c1C(=O)N(c1ccccc1)C2=O	18%
CN(C)c1ccc(/C=N/NC(=O)NC23CC4CC(CC(C4)C2)C3)cc1	26%
O=C(COc1ccc(Cl)cc1)N=Nc1c(O)n(CN2CCCC2)c2ccccc12	0%
COC(=O)c1c(NC(=O)c2cc(-c3ccc(C)c(C)c3)nc3ccccc23)sc(C)c1C	8%
O=C(Nc1cccc(OC(F)(F)F)c1)c1ccc(Br)o1	2%
CC(C)CNC(=O)C(=O)NCc1ccc(Cl)cc1Cl	2%
O=c1c2c(nc3cc(-c4cccs4)[nH]n13)CCCC2	6%
O=C1CC(N2CCSCC2)C(=O)N1c1ccc(Br)cc1 (stereo not drawn)	4%
Cc1ccc(C(=O)Nc2ccc(Br)cc2F)c(Cl)c1	16%
CC(C)(C)C(=O)Nc1ccc(NC(=O)C(C)(C)C)cc1	0%
Cc1cc(N2CCCCCC2)nc2ccc(F)cc12	18%
Cc1cc(C)cc(N=CC2=C(O)CC(c3ccccc3)CC2=O)c1 (stereo not drawn)	2%
COc1ccc(OCCCCN2CCOCC2)cc1	2%

(next part)
canonical_smiles	RNase H inhibition
CCCC(=O)N1CCN(c2cc(N3CCCCC3)c(F)cc2[N+](=O)[O-])CC1	3%
O=C(O)c1ccc(Nc2nc(-c3cccs3)cs2)cc1	11%
Cc1ccccc1CNC(=O)c1cccc(Cl)c1	7%
O=[N+]([O-])c1ccc(C=Nc2ccc(S(=O)(=O)N3CCCCC3)cc2)cc1	11%
CC(=O)Nc1cccc(NC(=O)C(Cl)Cl)c1	4%
CC1CCCN(C(=O)c2ccc(Br)cc2)C1 (stereo not drawn)	5%
COc1cccc(/C=N/NC(=O)CSc2nnc(-c3ccc(Cl)cc3)n2-c2ccccc2)c1O	7%
CCCOc1ccccc1C1C(C(=O)OCCOc2ccccc2)=C(C)NC2=C1C(=O)CC(c1ccc(Cl)cc1)C2 (stereo not drawn)	19%
CCOc1ccc2ccccc2c1/C=C1\N=C(SCC)SC1=O	21%
CCNC(=S)Nc1ccc(C(=O)O)cc1	22%
CC(=O)NNc1nc(-c2ccccc2)c2cc(Cl)ccc2n1	5%
O=C(Nc1ccccc1Cl)c1c(O)c2ccccc2[nH]c1=O	16%
Cc1ccc(-c2nnc(NC(=O)c3ccccc3I)s2)cc1	0%
C=CCc1ccc(OCCOc2cccc(/C=N/n3cnnc3)c2)c(OC)c1	16%
Cc1ccc(Cl)cc1NC(=O)c1ccccc1I	4%

(further entries)
canonical_smiles	RNase H inhibition
Cc1cc2nc(-c3cc(NC(=O)c4ccc(F)cc4)ccc3O)oc2cc1C	6%
CCn1c(SCc2ccccc2Cl)nc2ccccc21	6%
COC(=O)c1ccccc1NC(=O)CN(c1ccc(C)c(Cl)c1)S(C)(=O)=O	29%
Nc1nonc1-c1nc2ccccc2n1CC(=O)N/N=C\c1ccccc1OCC(=O)O	5%
COc1cc(/C=C2\SC(=Nc3ccccc3)N(c3ccccc3)C2=O)cc(Br)c1OC	0%
O=C(CN(CCc1ccccc1)S(=O)(=O)c1ccc(Cl)cc1)NC1CCCC1	10%
COc1ccc(S(=O)(=O)N(CC(=O)Nc2cc(Cl)ccc2OC)Cc2ccccc2)cc1	11%
O=C(Nc1ccc(Nc2ccccc2)cc1)c1cc([N+](=O)[O-])ccc1Cl	34%
O=C(CC1S/C(=N\N=C\c2cccs2)NC1=O)Nc1ccccc1F (stereo not drawn)	15%
CSCCC(N=C1NC(C)(C)Cc2c1ccc1ccccc21)C(=O)O (stereo not drawn)	18%
C=CCOc1ccc(/C=C2/C(=O)NC(=O)N(c3cccc(C)c3)C2=O)cc1OCC	0%
O=C(N/N=C/c1cc([N+](=O)[O-])ccc1Cl)c1sc2ccccc2c1Cl	17%
COc1ccc(C(=O)N2C(C)CCCC2C)cc1OC (stereo not drawn)	0%
N#CC(c1ccccc1)c1ccccn1 (stereo not drawn)	0%
COc1ccc(C)cc1NCc1ccc(C(F)(F)F)cc1	16%

Further structures follow:
canonical_smiles	RNase H inhibition
Cc1ccc(NC(=O)CCCCC(=O)Nc2ccc(C)c(F)c2)cc1F	5%
Cc1nn(C(=O)Cc2ccccc2)c(C)c1Br	9%
Cc1cccc(C)c1OCC(=O)Nc1sc2c(c1C#N)CCCC2	12%
COc1ccc(/C=C2/SC(=S)N(CC(=O)O)C2=O)cc1Br	14%
CCOc1cccc(C(=O)Nc2ccc(N(CC)CC)cc2)c1	18%
COc1ccc(O)c(-c2cc(-c3cccc(Br)c3)n[nH]2)c1	25%
COc1ccc(C2NC(=O)NC(C)=C2C(=O)OCC(F)(F)F)cc1 (stereo not drawn)	6%
Cc1ccc(-c2csc(-c3c[nH]c4ccccc34)n2)c(C)c1	14%
CS(=O)(=O)N(CC(=O)Nc1ccc2ccccc2c1)c1ccc(F)cc1	10%
O=C(/C=C\c1ccc(-c2ccc(Br)cc2)o1)N1CCOCC1	35%
C=CCN(CC(O)c1cccc([N+](=O)[O-])c1)C(C)CCc1ccccc1 (stereo not drawn)	7%
O=C(Nc1ccccc1F)c1cc([N+](=O)[O-])cc([N+](=O)[O-])c1	0%
CC(NC(=O)c1ccc(S(=O)(=O)N2CCCCC2)cc1)C12CC3CC(CC(C3)C1)C2 (stereo not drawn)	4%
CC(C)CC(=O)NS(=O)(=O)c1ccc(NS(C)(=O)=O)cc1	3%
CCOC(=O)c1ccc(N2C(=O)CC(=O)NC2=O)cc1	1%

Other results
canonical_smiles	RNase H inhibition
Cc1ccc(C(=O)NC(=S)Nc2cc([N+](=O)[O-])ccc2Cl)cc1	45%
CCOc1ccc(NC(=O)CN(c2ccc(OC)c(Cl)c2)S(C)(=O)=O)cc1	3%
CC(=O)C1=C(O)C(=O)N(CCc2ccccc2)C1c1cccc([N+](=O)[O-])c1 (stereo not drawn)	0%
Cc1ccc(N=Cc2ccc(N3N=C(c4ccccc4)CC3c3ccccc3)cc2)cc1 (stereo not drawn)	27%
O=C1c2ccccc2C(=O)N1Oc1ccc(C(F)(F)F)cc1[N+](=O)[O-]	11%
O=C1CCC(C(=O)Nc2ccccc2)N1 (stereo not drawn)	0%
Cc1nnc(C)n1/N=C/c1cccc([N+](=O)[O-])c1	5%
O=C(Nc1nnc(-c2ccccc2)s1)c1cccc(Cl)c1	10%
O=C(O)c1ccccc1N(Cc1ccccc1)S(=O)(=O)c1ccccc1	4%
COc1cccc(NC(=O)COc2cccc(C)c2C)c1	6%
CN1CCN(Cn2c(O)c(N=NC(=O)CSc3nc4ccccc4s3)c3ccccc32)CC1	8%
O=C(Cn1cc(/C=C2/C(=O)NC(=S)N(c3ccccc3F)C2=O)c2ccccc21)Nc1ccccc1	47%
CC1=NN(c2ccccc2)C(=O)/C1=C\c1c(C)[nH]n(-c2ccc(Cl)cc2)c1=O	12%
CCCOC(=O)C1=C(C)NC2=C(C(=O)CC(C)(C)C2)C1c1cccc2ccccc12 (stereo not drawn)	29%
COc1ccccc1NC(=O)C(C)Oc1ccc(Cl)cc1C (stereo not drawn)	16%
COc1cccc(/C=C2/SC(NC(C)=O)=NC2=O)c1OC	8%
COc1ccc(/C(O)=C2/C(=O)C(=O)N(CCCCCC(=O)O)C2c2cccc([N+](=O)[O-])c2)cc1 (stereo not drawn)	4%

Assay outcomes deposited in PubChem by MTDP.
